TRHR PAM: allosteric enhancers of human TRH receptor. P34981. TRHR cells, fluo-8 calcium fluorescence, EC20 TRH enhancement. enhancement, % at 2 µM. actives 0.66% (n = 360,000). AID 493056; in the data active = enhancement above about 30%; also: 0% is about no effect
Target sequence (P34981 whole entry, looked up): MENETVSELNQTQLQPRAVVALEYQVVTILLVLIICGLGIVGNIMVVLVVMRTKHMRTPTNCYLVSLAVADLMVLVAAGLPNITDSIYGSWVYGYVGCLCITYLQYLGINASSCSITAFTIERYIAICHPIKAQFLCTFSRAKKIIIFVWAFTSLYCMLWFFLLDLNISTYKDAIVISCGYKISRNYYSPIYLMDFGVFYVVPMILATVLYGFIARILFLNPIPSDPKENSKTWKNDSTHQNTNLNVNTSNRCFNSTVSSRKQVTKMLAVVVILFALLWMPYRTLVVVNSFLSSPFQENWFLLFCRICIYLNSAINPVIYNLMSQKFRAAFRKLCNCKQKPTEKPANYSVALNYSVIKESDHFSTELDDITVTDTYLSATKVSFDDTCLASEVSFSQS
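TRHR-expressing cells loaded with fluo-8 calcium dye were read kinetically (ex 480/em 530) during compound addition, then stimulated with an EC20 of TRH (10 nM final). Enhancement of the Gq-mediated intracellular calcium response was scored.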
IDH1 R132H inh: human IDH1 R132H inhibition; Potency, µM (doses to about 76.6 µM), for the others: at the highest dose activity change, negative = inhibition, usual class: inhibitors; IDH1-R132H enzyme, NADPH consumption, diaphorase/resazurin fluorescence; AID 602179; actives 0.093% (n = 390,000); also: potency is read from the fitted curve at half-maximal effect; % is scaled to controls: 0 for no effect and ±100 for the full control effect; nearly all actives have a fitted effect of over 65% in size
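IDH1-R132H (0.5 ug/mL dispensed) in pH 7.5 Tris buffer was preincubated 30 min with compound, then given a substrate mix of 0.016 mM NADPH and 2 mM alpha-KG for 80 min at room temperature; remaining NADPH was read by diaphorase/resazurin fluorescence.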
Pin1 inh: human Pin1 inhibition; Q13526; Pin1 FP peptide displacement, HiFluor488, 10 min; Potency, µM (top dose mostly 115 µM), for the others: at the highest dose activity, negative = inhibition, hits mostly inhibitors; actives 0.009% (n = 390,000); active = well fitted inhibition curve with a large enough effect in the polarisation, with a control signal flat, not every such curve was filed as active; inconclusive = small, poorly fitted or top-dose-only effect, or effect the other way, or a change in a side signal; inactive = no such curve, though single readings can be large or run the other way; the % refers to the polarisation; also: potency is read from the fitted curve at half-maximal effect; % is scaled to controls: 0 for no effect and ±100 for the full control effect
Target sequence (Q13526 whole entry, looked up): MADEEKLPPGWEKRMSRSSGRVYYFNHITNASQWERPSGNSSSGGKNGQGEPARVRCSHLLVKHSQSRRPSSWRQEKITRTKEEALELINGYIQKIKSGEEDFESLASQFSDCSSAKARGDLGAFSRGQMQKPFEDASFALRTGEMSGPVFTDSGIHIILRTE
D2 antagonist: antagonists of human D2 dopamine receptor; actives 2% (n = 340,000); HEK293 TREx D2 cells, calcium flux, dopamine EC80; P14416; inhibition, % at 10 µM; AID 485344; in the data active = inhibition above about 30%; also: 0% is about no effect
Target sequence (P14416 whole entry, looked up): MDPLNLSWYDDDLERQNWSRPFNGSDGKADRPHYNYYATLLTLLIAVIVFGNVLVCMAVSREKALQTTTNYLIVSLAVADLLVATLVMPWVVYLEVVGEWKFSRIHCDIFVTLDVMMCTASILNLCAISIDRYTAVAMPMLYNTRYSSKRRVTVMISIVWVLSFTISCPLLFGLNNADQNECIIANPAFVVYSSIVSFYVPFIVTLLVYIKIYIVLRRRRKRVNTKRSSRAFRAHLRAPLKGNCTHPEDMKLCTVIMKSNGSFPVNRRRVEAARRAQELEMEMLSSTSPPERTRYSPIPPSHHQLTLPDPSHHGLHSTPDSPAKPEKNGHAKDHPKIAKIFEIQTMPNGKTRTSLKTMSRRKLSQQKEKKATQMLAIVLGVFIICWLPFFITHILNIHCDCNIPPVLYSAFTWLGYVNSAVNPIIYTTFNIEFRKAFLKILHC
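Overnight-induced (tetracycline, 30 C) HEK293 T-REx cells carrying force-coupled D2 receive a no-wash calcium dye, then compound, then EC80 dopamine at 180 s; signals are read kinetically throughout.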
TrxR1 substrate: rat thioredoxin reductase 1 substrate activity; O89049; purified TrxR1 substrate turnover, NADPH consumption readout; Potency, µM (series often up to 114 µM), inactives show at the top dose activity change, negative = substrate turnover; actives 0.01% (n = 390,000); AID 588456; also: potency is read from the fitted curve at half-maximal effect; % is scaled to controls: 0 for no effect and ±100 for the full control effect; nearly all actives have a fitted effect of over 50% in size
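Rat TrxR1, dispensed at 90 nM, was prereduced with 400 uM NADPH (final) for 5 min at ~22 deg C, then incubated with compound 15 min before 400 uM selenite. A first-read NADPH fluorescence drop versus no-compound background flagged substrates.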
USP1-UAF1 inh: USP1/UAF1 (human) deubiquitinase inhibition; recombinant USP1/UAF1, Ub-Rhodamine cleavage fluorescence; Potency, µM (series often up to 57.1 µM), for the others: at the highest dose activity change, negative = inhibition, actives largely listed as inhibitors; actives 0.23% (n = 390,000); also: potency is read from the fitted curve at half-maximal effect; % is scaled to controls: 0 for no effect and ±100 for the full control effect; nearly all actives have a fitted effect of over 60% in size; inactives centre near -12
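Step one: compound is pinned into 1nM USP1/UAF1 in HEPES pH 7.8 buffer with TCEP. Step two: 15 min room-temperature incubation. Step three: Ub-Rho (150nM final) starts cleavage, tracked by fluorescence over six one-minute reads.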
TRHR agonist: TRH receptor (human) agonism; activation, % at 2 µM; actives 0.18% (n = 360,000); P34981; AID 493084; TRHR cells, calcium flux fluo-8, FDSS agonist mode; in the data active = activation above about 30%; also: 0% is about no effect
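Read-out: compound-evoked intracellular calcium rise in TRHR cells, fluo-8 dye, kinetic FDSS fluorescence at 1 s/cycle following a 10-cycle baseline. Cells cultured overnight before dye loading (30 min–1.5 h, RT).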
rTrxR1 inhibitor: blocks rat thioredoxin reductase 1. recombinant rTrxR1, NADPH fluorescence consumption, selenite substrate. Potency, µM (series often up to 114 µM), for inactives: at the top dose activity change, negative = inhibition, usual class: inhibitors. actives 1% (n = 390,000); also: potency is read from the fitted curve at half-maximal effect; % is scaled to controls: 0 for no effect and ±100 for the full control effect; nearly all actives have a fitted effect of over 65% in size
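Rat TrxR1 (90 nM in the dispensed reagent) was pre-reduced with 400 uM NADPH for 5 min at room temperature, then incubated with compound for 15 min. After 400 uM selenite was added, NADPH fluorescence (Ex 340/Em 450 nm) was followed for 8 min.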
D2 ag: activates the human D2 dopamine receptor. HEK293 T-REx D2 cells, calcium flux agonist mode. actives 0.53% (n = 340,000). activation, % at 2 µM. P14416. AID 485358;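 active = activation over 3 SD above normal in the single-dose calcium agonist read, cut at about 30% in these data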; also: 0% is about no effect
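Tetracycline-induced HEK293 Trex cells with D2 receptor force-coupled to calcium signaling, plated overnight at 30 C and loaded with no-wash calcium dye. Calcium flux read kinetically for 180 s after compound addition; responses flag agonists.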
Active calls of the source: *; ? = inconclusive; . = not tested or not shown; [ ] = another dose, or the depositor's remark. Unless noted, calls follow the shape of the dose curve; as a rule, active = well fitted inhibition curve with a large enough effect; inconclusive = small, poorly fitted or top-dose-only effect; inactive = no such curve, though single readings can be large or run the other way.

SMILES | TRHR PAM | IDH1 R132H inh | Pin1 inh | D2 antagonist | TrxR1 substrate | USP1-UAF1 inh | TRHR agonist | rTrxR1 inhibitor | D2 ag
O=C(C1CCCN(c2ncnc3c2nc2n3CCCCC2)C1)N1CCN(c2ccccc2F)CC1 (stereo unspecified) | 2.8 | 3.5% | ? | -27.8 | 2.7% | -10.5% | 0.5 | 28.8% | -1.1
Cc1ccc(Sc2cc(C)nc(-c3ccccn3)n2)cc1 | 32.3* | -5.2% | -9.7% | -5.4 | -9.5%[57.1 µM] | 5.7% | -0.2 | -17.5%[57.1 µM] | 0.6
COCc1nnc(N)s1 | 5.0 | -0.7% | -1.5% | 15.4 | -4.6% | -24.3% | 0.3 | -1.2% | 0.2
COc1ccccc1CNC(=O)C1CCN(S(=O)(=O)c2cccc3nonc23)CC1 | -0.3 | 0.0% | 3.0% | 20.4 | 11.6% | -5.2% | -0.4 | 6.5% | 0.1
Cc1ccc(C)c(N2CCN(c3c(CN4CCCC4)c(=O)oc4ccccc34)CC2)c1 | 8.2 | 2.2% | 5.9% | . | -2.1% | -23.2% | 0.4 | 0.8% | -1.8
COc1ccc(N2CCN(C(=O)CCc3c(C)nc4cc(-c5ccc(OC)cc5OC)nn4c3C)CC2)cc1 | -13.0 | 7.8% | -5.3% | . | -2.6% | -19.8% | 0.1 | 16.7% | 0.7
c1ccc(-c2nnc3nc(N4CCCCC4)nc(N4CCCCC4)n23)cc1 | . | -13.0% | 0.6% | . | -12.7% | -6.3% | . | -20.7% | .
Cc1cc2cc3c(C)cc(=O)oc3c(C)c2o1 | 0.3 | 13.2% | -5.0% | -4.5 | 9.2% | -10.1% | -0.7 | 15.9% | -0.3
CC(C)CCC(=O)N1CCC(N2CCC(C(=O)NCc3ccccn3)CC2)CC1 | 8.0 | -12.7% | -3.2% | 8.1 | 3.8% | -22.7% | 0.3 | 8.9% | -0.4
COc1cccc(/C=C/c2n[nH]c(=O)c(C#N)c2C)c1 | -1.5 | 0.0% | ? | 1.8 | 2.4% | -0.7% | -1.2 | 6.3% | 1.9

Reformatted field by field: part of the list above.
Cc1cc2cc3c(C)cc(=O)oc3c(C)c2o1
  TRHR PAM: 0.3	IDH1 R132H inh: 13.2%	Pin1 inh: -5.0%	D2 antagonist: -4.5	TrxR1 substrate: 9.2%	USP1-UAF1 inh: -10.1%	TRHR agonist: -0.7	rTrxR1 inhibitor: 15.9%	D2 ag: -0.3

CC(C)CCC(=O)N1CCC(N2CCC(C(=O)NCc3ccccn3)CC2)CC1
  TRHR PAM: 8.0	IDH1 R132H inh: -12.7%	Pin1 inh: -3.2%	D2 antagonist: 8.1	TrxR1 substrate: 3.8%	USP1-UAF1 inh: -22.7%	TRHR agonist: 0.3	rTrxR1 inhibitor: 8.9%	D2 ag: -0.4

Next entries.
SMILES | TRHR PAM | IDH1 R132H inh | Pin1 inh | D2 antagonist | TrxR1 substrate | USP1-UAF1 inh | TRHR agonist | rTrxR1 inhibitor | D2 ag
COc1ccc(-c2c(C)nn3c4c(cnc23)C(=O)CC(c2ccc(C)cc2)C4)cc1 (stereo unspecified) | -1.9 | 9.0% | -6.1% | . | -3.6% | -3.3% | -3.0 | 22.1%[11.4 µM] | -0.7
COc1cc(OC)c(-c2noc(C(=O)OC(C)(C)C)c2C(=O)OC(C)(C)C)c(OC)c1 | -11.9 | 1.1% | -3.8% | 15.6 | -8.2% | -17.6% | 1.4 | 6.4% | 0.5
CC(/C=N/NC(=O)C(O)c1ccccc1)=C\c1ccccc1 (stereo unspecified) | -3.4 | 0.1% | -3.0% | 11.2 | 1.1% | 4.3% | 1.6 | 25.8% | -0.9
COc1cc(/C=C/C(=O)C2C(=O)C=C(C)OC2=O)cc(OC)c1O (stereo unspecified) | 1.3 | 4.1% | 92.7%[activator] | 7.4 | -9.9% | -2.6% | 9.9 | ? | 2.8
COc1cccc(C(=O)Nc2cc([N+](=O)[O-])ccc2N2CCN(C)CC2)c1 | -2.4 | 8.7% | ? | -1.0 | -1.7% | ? | 2.2 | 13.6% | 0.5
O=C(CCc1ccncc1)NC1CCCc2c1cnn2-c1cc(F)cc(F)c1 (stereo unspecified) | 11.4 | -15.0% | -0.8% | -1.4 | 4.9% | -5.4% | -0.2 | 26.5% | -0.2
C=CCn1c(SCC(=O)NC2CCCc3ccccc32)nnc1-c1ccncc1 (stereo unspecified) | -1.6 | 0.3% | -3.3% | 1.3 | 0.2% | -12.2% | -0.3 | 0.1% | 1.7
COc1cccc(/C=N/n2c(COc3ccccc3)n[nH]c2=S)c1 | 3.6 | -3.2% | 16.8% | -7.4 | 5.4%[57.1 µM] | -0.4% | -0.2 | ? | 0.7
Cc1nc(Cc2nnc(SCC(=O)N3CC(=O)Nc4ccccc43)o2)cs1 | . | -0.8% | -0.8% | . | 1.7%[2.29 µM] | -0.9% | . | 1.9%[2.29 µM] | .
O=C(NC1CCCCC1)c1csnn1 | . | 4.2% | -5.6% | . | 3.9%[11.4 µM] | -16.4% | . | 5.1%[11.4 µM] | .
CCCCOC(=O)c1ccc(S(N)(=O)=O)o1 | 13.2 | -8.5% | -1.7% | -2.4 | -12.8% | -6.6% | -0.6 | -11.5% | 1.6
C/C(=N\O)C(C)(C)Nc1cccc(F)c1 | 0.3 | 12.6% | -4.8% | -5.5 | 6.3% | -10.7% | 0.2 | 13.7% | -0.4
O=C(NCc1ccccn1)c1ccc(COc2ccc(Cl)cc2)o1 | -1.3 | -0.2% | -6.2% | -11.8 | 8.5% | ? | -1.4 | -26.5% | -0.3
COc1cccc(-c2cc(C(=O)Nc3ccc(C)cc3)[nH]n2)c1 | -0.2 | 0.3% | 0.3% | . | 9.7% | 5.8% | 0.0 | 21.5% | -0.7
CCCNC(=O)c1ccc2c(=O)n3c(-c4ccc(C)cc4)csc3nc2c1 | 6.2 | -5.9% | 1.4% | 3.2 | 28.3% | -8.3% | 0.6 | 16.2% | 0.8
COC/C=C/C1=CC2=CC(=O)C(C)(OC(=O)CCC(=O)OC)C(=O)C2=CO1 (stereo unspecified) | 0.3 | . | . | 8.1 | . | . | 1.6 | . | -0.3
COCC(C)NC(=O)CCSc1nc(-c2ccc(OC)cc2)cc(C(F)(F)F)n1 (stereo unspecified) | -0.4 | 9.7% | 16.6% | 0.3 | 22.7% | -8.9% | -0.1 | -5.1% | -0.2
CC(=O)N1CCN(C(=O)c2ccc(S(=O)(=O)Nc3ccccc3Cl)cc2)CC1 | 0.3 | 0.0% | -0.9% | 11.6 | -1.6%[57.1 µM] | -4.7% | 0.1 | -1.1%[57.1 µM] | -0.7
NC(Cc1c[nH]c2ccccc12)C(=O)NCc1ccccc1 (stereo unspecified) | -5.4 | -5.0% | 0.2% | -9.1 | 7.8% | -13.3% | 0.5 | 37.0%[activator] | 1.0
NNc1nc2c(Cl)ccc(Cl)c2s1 | -3.7 | 9.6% | . | 2.9 | -7.1% | -2.5% | 0.4 | ? | -0.1
Cc1cc(C)cc(N2CC(C)Cn3c2nc2c3c(=O)[nH]c(=O)n2C)c1 (stereo unspecified) | -1.8 | -1.4% | -4.4% | -3.9 | -3.3% | -22.7% | 0.8 | 14.4% | 0.3
CCC(=O)Nc1ccccc1-c1nnn(CC(=O)N2c3ccccc3CC2C)n1 (stereo unspecified) | -18.9 | -0.1% | 1.7% | -8.7 | 6.4% | 1.8% | 0.0 | 17.9% | 5.4
Cc1ccc(C(=O)N/N=C/c2nc3ccccc3n2C)cc1 | 14.6 | -6.5% | 14.1% | -13.0 | 50.4%[activator] | 2.4% | -1.0 | 37.5%[activator] | -0.3
O=C1OC(Oc2ccccc2)(c2ccccc2)c2ccccc21 (stereo unspecified) | -11.0 | 18.7% | 6.0% | 4.3 | 4.7% | -13.3% | 0.4 | 11.5% | 1.8
COc1cc(-c2nnc(SCC(=O)NC3CCS(=O)(=O)C3)o2)cc(OC)c1OC (stereo unspecified) | 15.5 | 1.0% | 5.2% | 0.3 | 4.6%[57.1 µM] | -5.0% | 0.7 | 6.9%[57.1 µM] | 2.3
O=C(Cn1cc(C(=O)C2CCCCC2)c2ccccc21)NCC1CCCO1 (stereo unspecified) | 3.3 | 8.1% | -5.5% | -13.4 | 4.3%[57.1 µM] | 2.0% | -0.7 | 1.7%[57.1 µM] | 1.8
Cc1ccc(-c2nnc(NCc3ccccc3)c3ccccc23)cc1 | -14.3 | 2.3% | 0.9% | 12.1 | 12.6%[57.1 µM] | -8.9% | 2.6 | -2.3%[57.1 µM] | 2.5
CCOP(=O)(OCC)c1nc(Cc2ccccc2)oc1NCc1ccccc1 | -3.7 | 9.5% | 0.5% | 6.0 | -0.5% | -6.2% | -0.4 | 12.2% | -0.7
C=COCCNC(=S)N1CCOCCOCCN(C(=S)NCCOC=C)CCOCC1 | -1.3 | 4.0% | 1.7% | -9.5 | 5.2% | 0.1% | -0.6 | 35.7% | 1.1
Cc1ccc(C(C)C)cc1NC(=O)Nc1ccc([N+](=O)[O-])cc1 | -6.9 | -1.9% | -0.3% | 37.4* | -1.8%[57.1 µM] | ? | 2.6 | 5.7%[57.1 µM] | 3.7
Cc1noc2ncnc(N3CCCC(C(=O)NCCC(C)C)C3)c12 (stereo unspecified) | -5.0 | -4.6% | -5.9% | . | 0.5% | -14.5% | 0.2 | 13.7% | 0.5
CCOC(=O)c1c(S(=O)(=O)NCC(=O)Nc2ccc(F)cc2F)c(C)n(C)c1C | 7.4 | -7.4% | 0.3% | 2.6 | 4.1%[57.1 µM] | -4.8% | 0.4 | 8.9%[57.1 µM] | -0.1
Cc1ccc(SCC(=O)Nc2cccnc2)cc1 | . | 5.6% | 3.5% | . | -3.8% | 9.0% | . | 7.3% | .
CCOc1[nH]n(-c2ccccc2)c(=O)c1C=Nc1ccccc1 | -3.7 | 10.5% | -2.6% | -7.1 | -7.3% | -15.7% | -0.3 | 5.8% | -0.3

Compound activity: PubChem, National Center for Advancing Translational Sciences (NCATS)

An excerpt, so the mix of outcomes need not match the whole.
